SW480 rereplic: A quantitative high throughput screen for small molecules that induce DNA re-replication in SW480 colon adenocarcinoma cells; SW480 DNA re-replication, Hoechst DNA content imaging, 48 h; Potency, µM (highest dose often 46.1 µM), for inactives: at the top dose re-replication activation, usual class: activators; 340,000 compounds, 1.8% hits; AID 624297, 2012; also: potency is read from the fitted curve at half-maximal effect; % of control where 0% means no effect; nearly all actives have a fitted effect of over 55% in size
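Image-based read-out: total Hoechst fluorescence of nuclei (405 nm excitation, 500-530 nm emission), with hits raising the fraction of high-intensity nuclei. SW480 colon cells incubated 48 hr with compounds at 37 C.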
D3 ag: qHTS of D3 Dopamine Receptor Agonist: qHTS; D(3) dopamine receptor (Homo sapiens), P35462; D3R DiscoveRx beta-arrestin cells, luminescence, 90 min; max activation, %; 410,000 compounds, 0.58% hits; AID 652048, 2013; in the data active = max activation above about 30%; also: 0% is about no effect; mostly tested at two doses, the higher about 12 µM
Target sequence (P35462 whole entry, looked up): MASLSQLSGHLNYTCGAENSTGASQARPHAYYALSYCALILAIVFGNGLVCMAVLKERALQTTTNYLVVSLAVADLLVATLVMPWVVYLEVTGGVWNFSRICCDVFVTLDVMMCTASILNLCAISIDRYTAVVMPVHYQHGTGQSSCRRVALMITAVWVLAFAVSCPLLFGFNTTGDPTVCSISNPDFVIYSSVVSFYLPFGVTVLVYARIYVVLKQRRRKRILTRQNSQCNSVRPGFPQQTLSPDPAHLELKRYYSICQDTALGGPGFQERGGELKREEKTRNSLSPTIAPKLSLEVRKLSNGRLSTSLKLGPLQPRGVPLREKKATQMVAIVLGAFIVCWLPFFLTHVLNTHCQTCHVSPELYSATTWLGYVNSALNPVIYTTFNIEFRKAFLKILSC
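Agonist-mode cell screen: cells plated at 1500/well and incubated overnight at 37 °C, then exposed to library compounds for 90 min at 37 °C. Detection reagent was added for 30–60 min at room temperature, and luminescence was read.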
IL1B secr inh: qHTS for Inhibitors of Inflammasome Signaling: IL-1-beta AlphaLISA Primary Screen; 360,000 compounds, 4.7% hits; AID 743279, 2014; THP-1 LPS/ATP IL-1B secretion, AlphaLISA, 16 h; hits give low values; activity change, % at 57.5 µM; in the data active = activity change below about -50%; inconclusive = mostly about -30% to -49%; also: % is scaled to controls: 0 for no effect and ±100 for the full control effect
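Secreted IL-1B measured by AlphaLISA bead assay after 16 h compound exposure of THP-1 cells; compounds (final up to 57.5 uM) added 1 h before LPS (250 ng/mL) and ATP (1.25 mM) stimulation; lower signal means less secretion.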
KB-V1 MDR tox: qHTS assay for MDR1-selective chemotherapeutics: Primary screen using the drug-selected MDR subline cells KB-V1; KB-V1 MDR cells viability, CellTiter-Glo, 72 h; Potency, µM (series often up to 46.1 µM), for inactives: at the top dose activity change, negative = cytotoxicity, actives largely listed as cytotoxic; 400,000 compounds, 3.4% hits; AID 1347076, 2019; also: potency is read from the fitted curve at half-maximal effect; % is scaled to controls: 0 for no effect and ±100 for the full control effect; nearly all actives have a fitted effect of over 60% in size
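KB-V1, DMEM (no phenol red) + 10% FBS; cpd pin-transferred, titration series; 72 h, 37 degrees C; CellTiter-Glo, luminescence. Data normalized, curve-fit.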
GLP-1R agonist: qHTS of GLP-1 Receptor Agonists; Glucagon-like peptide 1 receptor (Homo sapiens), P43220; HEK293 GLP-1R CRE-luciferase, luminescence, 4-6 h; cells express a hypersensitive GLP-1R form; Potency, µM (highest dose often 45.6 µM), for the others: top-dose activation, actives largely listed as activators; 380,000 compounds, 0.007% hits; AID 624172, 2012; also: potency is read from the fitted curve at half-maximal effect; % of control where 0% means no effect
Target sequence (P43220 whole entry, looked up): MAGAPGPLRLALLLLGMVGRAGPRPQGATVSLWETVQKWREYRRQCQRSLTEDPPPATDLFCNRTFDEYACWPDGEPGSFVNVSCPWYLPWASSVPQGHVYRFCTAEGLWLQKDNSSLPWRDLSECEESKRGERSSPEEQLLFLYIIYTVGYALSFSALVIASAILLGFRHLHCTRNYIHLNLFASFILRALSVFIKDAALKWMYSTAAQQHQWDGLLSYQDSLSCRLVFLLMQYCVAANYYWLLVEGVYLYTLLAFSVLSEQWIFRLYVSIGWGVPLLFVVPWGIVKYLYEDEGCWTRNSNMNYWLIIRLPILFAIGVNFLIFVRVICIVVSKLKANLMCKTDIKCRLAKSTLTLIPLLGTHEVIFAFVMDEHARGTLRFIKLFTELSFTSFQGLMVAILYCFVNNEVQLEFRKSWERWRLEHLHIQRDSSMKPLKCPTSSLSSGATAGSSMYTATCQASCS
KB-3-1 tox: qHTS assay for MDR1-selective chemotherapeutics: Primary screen using the parental adenocarcinoma cell KB-3-1; KB-3-1 viability, CellTiter-Glo ATP luminescence, 72 h; Potency, µM (titrated, usually from 46.1 µM), without a hit: at the top dose activity change, negative = cytotoxic, usual class: cytotoxic; 400,000 compounds, 1.4% hits; AID 1347075, 2019; also: potency is read from the fitted curve at half-maximal effect; % is scaled to controls: 0 for no effect and ±100 for the full control effect; nearly all actives have a fitted effect of over 60% in size
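Cytotoxicity measured as CellTiter-Glo luminescence after 72 h at 37 C. Compound titrations were pinned onto drug-naive KB-3-1 parental adenocarcinoma cells grown in DMEM with 10% FBS, and normalized data fitted to concentration-response curves.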
HT1080-NT tox: qHTS for induction of synthetic lethality in tumor cells producing 2HG: qHTS for the HT-1080-NT fibrosarcoma cell line. HT-1080-NT fibrosarcoma viability, CellTiter-Glo ATP luminescence, 48 h. Potency, µM (doses to about 46.1 µM), without a hit: at the top dose activity, negative = less viability, actives largely listed as cytotoxic. 360,000 compounds, 1.6% hits. AID 686970, 2013;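 also: NT is the 2HG producing partner of a matched IDH1 knockdown line; potency is read from the fitted curve at half-maximal effect; 0% = DMSO-treated cells and -100% = media-only wells without cells; nearly all actives have a fitted effect of over 55% in size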
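Viability of the 2HG-overproducing fibrosarcoma line after 48 hours of compound exposure at 37 degrees C was determined by luminescence with CellTiter-Glo, and concentration-effect curves were then fitted and categorized.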
HT1080 IDH1KD tx: qHTS for induction of synthetic lethality in tumor cells producing 2HG: qHTS for the HT-1080-IDH1KD cell line. HT-1080 IDH1 knockdown viability, ATP luminescence, 48 h. Potency, µM (doses to about 46.1 µM), for the others: at the top dose activity, negative = toxicity, usual class: cytotoxic. 360,000 compounds, 2% hits;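 also: potency is read from the fitted curve at half-maximal effect; 0% = DMSO wells and -100% = cell-free medium wells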
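IDH1KD HT-1080 cells, 750/well, RPMI + 5% FBS; compound pinned after 2 h settling; 48 h, 37 °C; CellTiter-Glo luminescence; % activity normalised to DMSO and no-cell wells; curves fitted, classed by r2 and efficacy.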
D3 antag: qHTS of D3 Dopamine Receptor Antagonist: qHTS; D3R cells, DiscoveRx beta-arrestin luminescence, antagonist mode; hits give low values; max response, negative = inhibition, %; 360,000 compounds, 2.5% hits; AID 652054, 2013; in the data active = max response below about -50%; inconclusive = no clear call, values can overlap the other calls; also: % is scaled to controls: 0 for no effect and ±100 for the full control effect; mostly tested at two doses, the higher about 12 µM
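Cells expressing the human receptor were seeded at 1500 cells/well, incubated overnight at 37 degrees C in 5% CO2, then exposed to library compounds with dopamine controls for 90 minutes at 37 degrees C before luminescent detection.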
An asterisk follows results filed as active; u = inconclusive; x = not tested or not shown; & = joins results of further samples; [ ] = remark or other dose. Unless noted, calls follow the shape of the dose curve; as a rule, active = well fitted curve in the direction sought with a large enough effect; inconclusive = small, poorly fitted or top-dose-only effect, or another doubt; inactive = no such curve, though single readings can be large; an effect the other way counts as inactive or inconclusive.

Sample of the layout (4 entries):
SMILES | SW480 rereplic | D3 ag | IL1B secr inh | KB-V1 MDR tox | GLP-1R agonist | KB-3-1 tox | HT1080-NT tox | HT1080 IDH1KD tx | D3 antag
Cc1ccc(-c2cnc3c(c2)C(=O)N([C@H](C)CO)C[C@H](C)[C@@H](CN(C)Cc2ccccc2F)O3)cc1 | x | -5 | -25 | 23% | -1% | 3% | -16% | 13% | -9
COc1ccc(C2c3c(-c4ccccc4O)n[nH]c3C(=O)N2Cc2ccco2)cc1OC (stereo not drawn) | -3% | -5 | u | 13% | 34% | -7% | u | -17% | -8
COc1ccc2nc(NC(=O)c3ccc(NS(=O)(=O)c4cccs4)cc3)sc2c1 | -1% | -3 | -12 | 4% | 1% | 5% | -10% | -20% | -7
CCn1c(O)c(N=NC(=O)CNC(=O)Cc2ccccc2)c2ccccc21 | -3% | -2 | -9 | 0% | -2% | 2% | 3% | -4% | 3

All compounds of this part, previewed entries included:
SMILES | SW480 rereplic | D3 ag | IL1B secr inh | KB-V1 MDR tox | GLP-1R agonist | KB-3-1 tox | HT1080-NT tox | HT1080 IDH1KD tx | D3 antag
Cc1ccc(-c2cnc3c(c2)C(=O)N([C@H](C)CO)C[C@H](C)[C@@H](CN(C)Cc2ccccc2F)O3)cc1 | x | -5 | -25 | 23% | -1% | 3% | -16% | 13% | -9
COc1ccc(C2c3c(-c4ccccc4O)n[nH]c3C(=O)N2Cc2ccco2)cc1OC (stereo not drawn) | -3% | -5 | u | 13% | 34% | -7% | u | -17% | -8
COc1ccc2nc(NC(=O)c3ccc(NS(=O)(=O)c4cccs4)cc3)sc2c1 | -1% | -3 | -12 | 4% | 1% | 5% | -10% | -20% | -7
CCn1c(O)c(N=NC(=O)CNC(=O)Cc2ccccc2)c2ccccc21 | -3% | -2 | -9 | 0% | -2% | 2% | 3% | -4% | 3
CCOC(=O)c1c(C)[n+](-c2ccc(C)cc2)c(CC)c2cc(OC)c(OC)cc12 | -11% | 0 | 21 | 0% | -3% | u | u | u | 1
Cc1ccc(/C(O)=C2/C(=O)C(=O)N(CCN3CCOCC3)C2c2cccnc2)cc1 (stereo not drawn) | -15% | 21 | 15 | 7% | 0% | 0% | -18% | -4% | 3
COc1cc(NC(=O)CCN2CCN(Cc3ccccc3)CC2)cc(OC)c1 | 0% | -2 | -2 | 4% | 0% | -3% | 7% | 3% | -54*
CC1=CC(C)C2(COC(=O)Nc3ccccc3)COC(C)C1C2C (stereo not drawn) | -7% | -12 | 0 | u | 6% | -7% | 1% | -3% | -5
Cc1cc(C(=O)N2CCC2(C)C(=O)NS(=O)(=O)c2cccc(OC(F)F)c2)nn1C (stereo not drawn) | x | 74* | 23 | -10% | -3% | 0% | 8% | 14% | 0
COc1cccc(-c2nnc(-c3ccccc3NC(=O)c3cccc(C(F)(F)F)c3)o2)c1 | x | 5 | x | -19% | 0% | 21% | x | x | x
CCCc1cc(C(=O)N2CCCC(Cc3ccccc3C)(C(=O)OCC)C2)no1 (stereo not drawn) | u | -5 | -26 | -31% | 4% | 0% | 0% | -16% | -1
CC(=O)N1CCOc2ccc(S(=O)(=O)N3CCC(C)CC3)cc21 | -4% | -4 | 0 | -11% | -2% | 6% | 7% | 6% | -12
CCn1c(CNC(=O)c2ccc(OC)c(OC)c2)nnc1SCC(=O)Nc1ccccc1 | -4% | 4 | 31 | -13% | -5% | -5% | 3% | 3% | 4
COc1ccc(CCNC(=O)c2ccc(Cl)cc2)cc1OC | 1% | 5 | -19 | u | 5% | 14% | -7% | 3% | -3
CC(C)c1cc(C(=O)NCCc2cccs2)c(N)s1 | x | -19 | -9 | -23% | x | -3% | -8% | 0% | -30
COc1cccc(-c2nnc(-c3ccccc3[N+](=O)[O-])o2)c1 | -39%[inhibitor] | -5 | -27 | -25% | 11% | 3% | -2% | -3% | -8
C[C@H](CO)N1C[C@H](C)[C@@H](CN(C)S(C)(=O)=O)Oc2ccc(NC(=O)CCC(F)(F)F)cc2C1=O | -7% | 7 | 33 | 3% | 2% | 17% | 28% | 15% | -3
COc1ccc2cc(C(c3nnnn3CCc3ccccc3)N3CCCC(C)C3)c(=O)[nH]c2c1 (stereo not drawn) | 9% | -1 | -85* | 18µM* | 5% | -1% | 1% | -2% | 15
Cc1ccccc1-n1nc(C)c2cc(C(=O)NCc3cccnc3)sc21 | -2% | -50 | -3 | u | -1% | u | -27% | -28% | -60*
Cc1noc(NS(=O)(=O)c2ccc(N/C=C/C(=O)c3ccc4c(c3)OCO4)cc2)c1C | -1% | 0 | 50 | 10% | 0% | 8% | -21% | -23% | u
COc1ccc(S(=O)(=O)N(C)CC(=O)N2CCOCC2)cc1 | -2% | 1 | 11 | 7% | -1% | -5% | -13% | -4%[9.24 µM] | 7
c1ccc(COc2ccccc2CNCc2cccnc2)cc1 | -11% | -20 | u | u | -3% | 6% | -7% | -4% | -2
Cc1ccccc1C(=O)NC(NCC1CCCO1)C(Cl)(Cl)Cl (stereo not drawn) | 1%[9.22 µM] | 4 | 16 | 0% | -13% | 10% | 0% | 0% | 11
COc1ccc(-c2noc(N3CCC(C(=O)NCCCN4CCCC(C)C4)CC3)n2)cc1 (stereo not drawn) | 0% | -1 | -11 | -15% | 6% | u | -18% | -12% | 7
Cc1ccc(-c2nn3c(C)nnc3s2)cc1NC(=O)c1cccnc1 | -7% | -5 | 7 | 0% | -1% | 0% | 4% | 0% | 1
COc1ccc(/C=N/NC(=O)C2COc3ccccc3O2)cc1OC (stereo not drawn) | -4% | -1 | 13 | -17% | 28% | 1% | 0% | 2% | 2
O=C(CSc1nc2ccccc2c(=O)n1-c1ccc(F)cc1F)NC1CC1 | x | -7 | 0 | -5% | 0% | -3% | -2% | -1% | -22
Cc1nnc(N2CCC(C(=O)N3CCCCC3)CC2)c2nn(-c3ccc(Cl)cc3)c(C)c12 | -35%[inhibitor] | -10&4 | -28 | 5%&21% | 8% | u | 1% | -3% | -8
Cc1ccc(C(=O)Nc2ccccc2C(=O)N2CC3(C)CC2CC(C)(C)C3)cc1 (stereo not drawn) | u | -2 | -30 | u | 4% | -7% | -13% | -24% | 4
C=CCc1cccc(OC)c1OCCOCCn1ccnc1 | -6% | 3 | 20 | 0% | 12% | 5% | 21% | 15% | 9
Cc1cc(C)n(-c2nc3ccccc3c(=O)n2OCC(=O)N(C)C)n1 | -1% | -5 | -2 | -4% | 13% | -13% | -4% | -5% | -28
COc1cccc(Sc2ccccc2/C=N/NC(N)=O)c1 | 6.5µM* | 11 | 18 | u | -3% | 2.9µM* | u | u | 6
CCN(CC)S(=O)(=O)c1ccc(C(=O)NCc2ccc3c(c2)cc(C)n3C)cc1 | -14% | -4 | -26 | -2% | 9% | -8% | -6% | 2% | -4
CC(=O)c1c(O)cc(O)c(C(C)=O)c1O | u | 13 | 39 | 6% | -4% | -4% | 13µM* | 18µM* | 30
N/C(=N\OC(=O)/C=C/c1ccccc1Cl)c1ccncc1 | -4% | 5 | -56* | 0% | 9% | -3% | 1% | -6% | 6
CCCN[C@@H]1C(=O)N2C(C(=O)OCCC)=C(C)CS[C@H]12 | 18% | 0 | -3 | u | 4% | 0%&-3% | -6% | -6% | 0
COc1ccc(CNC[C@@H](CCCCN(C)Cc2ccc(OC)cc2)N2C[C@H](c3ccccc3)N(CCc3ccc(Cl)c(Cl)c3)C(=O)C2=O)cc1 | -8% | -13 | u | 0% | -10% | -10% | 18µM* | 23µM* | -7
COc1ccc(N=C2CC(C)(C)CC(=O)/C2=C(/O)c2ccccc2)cc1 | -6% | 3 | 8 | -12% | 11% | 2% | 12% | 4% | 4
COc1cc2c(cc1OC)-c1nnnn1C(C)(C)C2 | -2% | -5 | 0 | -1% | 23% | 2% | -1%[9.24 µM] | -18% | 15
Cc1sc2nc(C)n(/N=C/c3ccc(O)cc3)c(=O)c2c1C | 0% | 1 | -22 | -9% | 7% | -1% | 3% | 13% | -3
CCN1CCN(C(C)C(=O)NC2CCCCC2)CC1 (stereo not drawn) | 0% | -21 | -10 | -11% | -5% | 1% | -11% | -1% | -17
NS(=O)(=O)c1ccc(CCNC(=O)C2CCCCC2)cc1 | -12% | 1 | 23 | 1% | -15% | 15% | -4% | -2% | 6
CC1CCCCC12NC(=O)N(CC(=O)NCc1ccccc1Cl)C2=O (stereo not drawn) | 0% | -1 | 5 | 6% | -3% | 2% | 4% | 2% | 24
CC12CCC3c4ccc(O)c([N+](=O)[O-])c4CCC3C1CCC2=O (stereo not drawn) | x | 0 | 32 | u | 10% | u | -30% | -14% | 9
Cc1ccc(NC(=O)Cc2ccc3c(c2)CCCC3)cc1C | -7% | -10 | u | 7% | 15% | -9% | -23% | -1%[9.24 µM] | -10
CCNC(=O)COc1ccc(-c2ccccc2)cc1 | 2% | -5 | -12 | -7% | 2% | -6% | 27% | 22% | -6
COc1ccc(-c2[nH]c(-c3ccc(F)cc3)nc2SCC(=O)NCc2ccco2)cc1OC | -3% | -5 | -6 | -14% | 7% | 9% | 0% | -3% | 11
COc1ccccc1NC(=O)Nc1ccc2c(c1)nnn2C | 2%[9.22 µM] | -7 | -23 | -3% | -4% | 0% | 20% | -3% | u
COc1ccc2cc(C(C)C(=O)N3CCC(C)CC3)ccc2c1 (stereo not drawn) | u | -7 | u | u | 18% | 21µM* | 15µM* | u | 6

From PubChem
